# ADAM10 inh – inhibits human ADAM10; inhibition, % at 7 µM; AID 720582; 370,000 tested, 0.62% active; recombinant ADAM10, EDANS/DABCYL FRET peptide cleavage, 3 h;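 active = inhibition above a per-campaign cutoff equal to the mean of compounds falling between control-based bounds plus 3 SD, cut at about 20% in these data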;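 note: 0% = DMSO wells while the 100% control is not disclosed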
# ARFGAP1 inh – inhibits rat ARF GTPase activating protein 1. Q62848. Arfgap1-stimulated ARF1 GTP hydrolysis, GDP FP detection. inhibition, % at 16.5 µM. 360,000 tested, 0.26% active;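 active = inhibition above a per-plate limit, mean inhibition of low control wells plus 3 SD, cut at about 25% in these data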;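 note: 0% = DMSO wells with enzyme and 100% = wells lacking Arfgap1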
#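 Assay system: purified rat His6-Arfgap1 residues 1-136 (GAP domain); Reagent: human Δ17 ARF1 bound to GTP; Dosing: 16.5 µM single point, 1.26% DMSO; Times: GTP hydrolysis reaction 2 h at 25 °C; Signal: FP, GDP Alexa 633 tracer displaced from anti-GDP antibody, 620/688 nm; Measure: % inhibition from polarization.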
# SIAE primary – human SIAE inhibition, primary screen; Q9HAT2; SIAE FP-Rh probe binding, fluorescence polarization; inhibition, % at 9.66 µM; 370,000 tested, 0.69% active; AID 1053197;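 active = inhibition above a cutoff: mean of compounds within the control limits plus 3 SD of those, cut at about 17% in these data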;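 note: 0% = plate median of compound wells and 100% = probe without SIAE protein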
# Target sequence (Q9HAT2 whole entry, looked up): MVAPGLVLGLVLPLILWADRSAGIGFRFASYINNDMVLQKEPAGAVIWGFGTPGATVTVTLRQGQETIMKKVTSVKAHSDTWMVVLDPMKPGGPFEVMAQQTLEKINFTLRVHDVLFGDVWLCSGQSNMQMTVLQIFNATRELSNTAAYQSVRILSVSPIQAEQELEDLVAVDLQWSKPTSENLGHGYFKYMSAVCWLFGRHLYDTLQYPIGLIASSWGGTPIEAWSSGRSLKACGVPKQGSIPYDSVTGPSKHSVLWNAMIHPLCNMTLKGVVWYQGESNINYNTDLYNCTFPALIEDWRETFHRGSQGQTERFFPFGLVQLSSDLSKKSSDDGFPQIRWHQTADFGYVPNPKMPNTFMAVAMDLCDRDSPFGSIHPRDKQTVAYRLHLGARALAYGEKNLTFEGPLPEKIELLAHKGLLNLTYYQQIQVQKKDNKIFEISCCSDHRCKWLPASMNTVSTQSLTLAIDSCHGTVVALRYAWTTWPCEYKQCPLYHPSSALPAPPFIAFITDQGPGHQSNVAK
# ASAP1 inh – inhibitors of human ASAP1 ArfGAP activity. inhibition, % at 16.5 µM. Q9ULH1. 360,000 tested, 0.19% active. AID 624377. ASAP1-stimulated ARF1 GTP hydrolysis, GDP FP detection; in the data active = inhibition above about 25%;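 note: 0% = vehicle with enzyme and substrate and 100% = no enzyme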
# Target sequence (Q9ULH1 325-724 limits assumed): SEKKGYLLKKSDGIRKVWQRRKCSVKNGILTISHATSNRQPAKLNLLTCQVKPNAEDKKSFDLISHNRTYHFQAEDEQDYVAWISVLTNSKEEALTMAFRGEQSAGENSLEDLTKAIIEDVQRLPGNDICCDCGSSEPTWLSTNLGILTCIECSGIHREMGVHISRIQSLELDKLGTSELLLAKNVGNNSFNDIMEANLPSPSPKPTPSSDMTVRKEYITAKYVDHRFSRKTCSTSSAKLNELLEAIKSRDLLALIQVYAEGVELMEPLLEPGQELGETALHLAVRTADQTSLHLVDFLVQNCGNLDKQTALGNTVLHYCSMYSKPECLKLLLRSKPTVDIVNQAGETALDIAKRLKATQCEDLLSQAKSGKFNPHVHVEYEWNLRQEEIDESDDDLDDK
# PLC-gamma1 inh – blocks human PLC-gamma1 enzyme activity; P19174; purified PLC-gamma1, fluorogenic substrate, fluorescence; inhibition, % at 12.2 µM; 370,000 tested, 0.84% active; AID 720700; in the data active = inhibition above about 9.5%
# PLC-beta3 inh – blocks human PLC-beta3 enzyme activity | Q01970 | Purified PLC-beta3, fluorogenic substrate, fluorescence | AID 720704 | 370,000 tested, 0.18% active | inhibition, % at 12.2 µM; in the data active = inhibition above about 11%;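 note: 0% = median of compound wells on plate and 100% = full blocker control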
# TDP2 inh – TDP2 (human) inhibition, absorbance primary screen | recombinant TDP2, T5PNP hydrolysis, p-nitrophenol absorbance 415 nm | inhibition, % at 12.8 µM | 370,000 tested, 0.34% active | AID 720702;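 active = inhibition above the mean of all tested compounds plus 3 SD, set per campaign, cut at about 25% in these data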;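 note: 0% = DMSO with enzyme and 100% = buffer with substrate but no TDP2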
#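 System – recombinant human TDP2 · Amount – 120 nM TDP2 per well · Buffer or medium – Mg2+-containing Tris-HCl buffer, pH 7.5 · Reagent – T5PNP substrate, 5 mM · Dosing – 12.8 µM single point, 1% DMSO · Incubation – 2 h at 37 °C · Measured by – epi absorbance · Read-out basis – percent inhibition · Benchmarks – high control without enzyme, low control DMSO plus TDP2 · Repeats – singlicate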
# DDE Tn7 FP inh – disrupts Tn7 cyclic peptide binding to fibrin D-Dimer-E complex; P02675; FP displacement of FITC-Tn7 peptide from fibrin DD(E); 0% = median of compound wells per plate; inhibition, % at 8.3 µM; 370,000 tested, 0.13% active; AID 720508;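 active = inhibition above the mean of compounds falling within the control limits plus 3 SD of them, cut at about 14% in these data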;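 note: 0% = plate median of compound wells and 100% = 10 µM Aha-Tn7 peptide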
#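 Assay system: Fibrin-DD(E) protein isolated from polymerized human fibrin clots; read-out basis: percent inhibition; medium: Tris/NaCl/CaCl2 buffer, pH 7.8; signal: FP measurement; incubation: 10 min plus 3 h, room temperature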
# Tn6 DDE FP – disrupts Tn6 cyclic peptide binding to fibrin D-Dimer-E complex | P02675 | inhibition, % at 8.3 µM | 370,000 tested, 0.21% active | Fibrin DD(E) TRITC-Tn6 fluorescence polarization displacement | AID 720509;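 active = inhibition above a per-campaign cutoff: mean of compounds within control limits plus 3 SD, cut at about 15% in these data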;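 note: 0% = median of all compound wells on the plate and 100% = blocking peptide control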
# ADAM17 inh – inhibitors of human ADAM17; P78536; recombinant ADAM17, EDANS/DABCYL FRET peptide cleavage; inhibition, % at 6.95 µM; 370,000 tested, 0.83% active; AID 720648;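 active = inhibition above the mean of compounds lying between control limits plus 3 SD, set per campaign, cut at about 8.5% in these data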;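 note: 0% = DMSO-only wells as the low control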
# An asterisk follows results filed as active; . = not tested or not shown.
no.	SIAE primary	ASAP1 inh	TDP2 inh	PLC-beta3 inh	ADAM10 inh	Tn6 DDE FP	ARFGAP1 inh	PLC-gamma1 inh	DDE Tn7 FP inh	ADAM17 inh	molecule
1	-4	7	1	1	7	-1	11	2	-2	-1	CCOc1ccc(C)cc1S(=O)(=O)n1nc(C)cc1C
2	-1	0	-2	0	-8	-5	13	0	1	-4	CCCSc1nsc(SCCC)c1C#N
3	-5	-16	-18	0	3	-3	6	4	6	1	O=C(CN1C(=O)NC(c2ccccc2)(c2ccccc2)C1=O)NCCNCCO
4	-7	-3	-6	5	1	-14	3	8	4	-5	O=c1[nH]c(Cc2ccccc2Cl)nc2ccccc12
5	6	4	13	-77	-26	-6	4	-68	-11	-7	Cc1nc2c(-c3ccc(F)cc3)c(C)[nH]n2c(=O)c1Cl
6	-6	2	-7	-1	16	-3	-9	5	3	5	CN(C)S(=O)(=O)N1CCCC(C(=O)c2ccc(-c3ccccc3)c(F)c2)C1 (stereo not drawn)
7	4	6	1	4	2	-3	-2	5	1	1	O=C(NC(c1ccc(-c2ccccc2)cc1)c1cnccn1)C1CCN(CCCOc2ccccc2)CC1 (stereo not drawn)
8	-5	-4	-1	-1	7	-1	1	3	1	4	CCc1ccc(N2CC(C(=O)OCC(=O)Nc3ccc([N+](=O)[O-])cc3)CC2=O)cc1 (stereo not drawn)
9	0	5	-4	-10	-8	0	-3	4	-7	-1	CC[C@]12c3[nH]c4ccc(Cl)cc4c3CCN1C(=O)[C@@H](CC(=O)NCCCn1ccnc1)C[C@@H]2C(=O)N1CCN(C(=O)C2CC2)CC1
10	3	-3	3	1	2	7	12	3	-1	-4	O=C(NCc1cccnc1)c1ccc(NC(=O)c2cccc([N+](=O)[O-])c2)cc1
11	-18	0	-1	1	14	5	-3	2	8	4	COc1ccc(NS(=O)(=O)c2ccc(C)c(NC(=O)c3ccc(C)c(S(=O)(=O)N4CCOCC4)c3)c2)cc1
12	8	-14	-15	-1	0	4	-15	4	3	-1	COc1cc(CC(=O)OCC(=O)Nc2ccc(N(C)C)cc2)cc(OC)c1OC
13	3	-2	-14	-5	8	8	0	1	-5	2	Cc1ccc(Cl)cc1NC(=O)C1CC1c1ccccc1 (stereo not drawn)
14	0	5	-9	0	-3	-4	9	1	-2	-5	CCCCc1nc2ccccc2c(=O)n1NC(=O)c1c(O)c2cccc3c2n(c1=O)CC3
15	-1	11	3	4	6	1	0	-1	-3	0	Cc1cc(C)n(-c2nc(-c3ccc(Cl)cc3)cs2)n1
16	5	-7	2	-5	0	-7	3	0	5	-5	O=[N+]([O-])c1ccc(C(O)C23CN4CN(CN(C4)C2)C3)cc1 (stereo not drawn)
17	0	5	1	-12	-48	-1	3	-11	-1	-10	Clc1ccc(-c2nc3ccc(Cl)cn3c2Cc2ccccc2)cc1
18	-1	-7	-7	-6	1	2	9	-1	-3	1	O=C(COc1ccccc1)Nc1nnc(-c2ccc3c(c2)CCCC3)o1
19	-12	-1	-8	2	-3	-6	14	3	-3	-4	COc1ccc(C(=O)Nc2ccc(Oc3nc(C)nc4sc(-c5ccccc5)cc34)cc2)cc1OC
20	5	0	-14	-7	6	-2	2	2	-6	1	Cc1cc(C)cc(-n2ncc3c2CCCC3NC(=O)c2cc(C)n(C)n2)c1 (stereo not drawn)
21	2	16	2	1	2	2	0	-2	-1	-3	Cc1cc(Cn2nc(C(=O)NCC3CC3)cc2-c2ccccc2)on1
22	4	3	-13	-45	-118	0	4	-38	7	-45	CCC(C)(C)NC(=O)C(c1ccc(F)cc1)N(Cc1ccco1)C(=O)c1snc(C(N)=O)c1N (stereo not drawn)
23	-2	11	0	-11	-18	2	-7	3	2	-2	CN(c1ccccc1)S(=O)(=O)c1cccc(NC(=O)CN2C(=O)NC3(CCCCC3)C2=O)c1
24	-1	-14	8	-5	3	-14	10	-1	2	1	COc1ccc(OCC(O)CNC(=O)Nc2ccccc2)cc1 (stereo not drawn)
25	-1	-6	-5	2	5	-3	0	1	2	-3	CCC(C)(C)NC(=O)C(c1ccc(OC)cc1)N(CC1CCCO1)C(=O)CCC(=O)Nc1cc(C)on1 (stereo not drawn)
26	-7	0	-8	-4	-1	-4	11	0	0	-1	COC(=O)CN(c1ccccc1)S(=O)(=O)c1ccccc1
27	10	-4	8	1	5	4	4	1	12	-2	C[C@H](CO)N1C[C@H](C)[C@@H](CN(C)Cc2ccccc2)Oc2c(NS(=O)(=O)c3ccccc3)cccc2C1=O
28	4	-8	8	-21	-4	-17	2	-17	-3	-5	COCCCN1C(=O)C(=O)/C(=C(/O)c2ccc(OC(C)C)c(C)c2)C1c1ccncc1 (stereo not drawn)
29	-28	-5	4	5	-1	12	7	4	2	5	CC(C)(C)OC(=O)N(Cc1ccccc1)Cc1ccc(OCc2cccc(NC(=O)C3CC3)c2)cc1
30	-2	-14	1	3	-4	0	-4	0	2	-2	COc1cc(C(=O)NCCC(=O)NCCCN2CCCCC2)cc(OC)c1OC
31	4	6	-8	-1	5	2	12	1	-4	2	O=C(NCCCN1CCCC1=O)C1CCN(S(=O)(=O)c2ccc(F)cc2)CC1
32	3	.	-2	3	-3	4	.	-1	-1	-7	COC(=O)[C@]12C[C@H](CC(=O)NCCC(C)C)C(=O)N(Cc3ccco3)C1=C[C@H](C1CCCC1)O[C@@H]2C
33	2	7	-9	2	-4	1	-3	4	-4	-2	O=S(=O)(c1cccc2nsnc12)N1CCc2ccccc21
34	4	-1	1	4	-9	-3	4	0	2	-3	CCCCN1CC(=O)N2[C@H](c3ccc(Cl)cc3)[C@@H]3C(=O)N(CC)C(=O)[C@@H]3[C@]2(C)C1=O
35	-5	5	-1	1	-8	4	10	0	-7	-3	Cc1cc(NC(=O)CCN2C(=O)c3ccccc3C2=O)no1
36	3	-1	-1	-1	-9	-6	13	2	-6	6	CN1CCn2cnc(C(=O)Nc3ccc(Cl)cc3)c2C1=O
37	3	-3	3	-4	8	-1	14	1	-2	1	CC1(C)CNC(=O)c2sc(NC(=O)c3ccccc3)nc2C1
38	4	2	-3	0	5	2	16	4	1	1	NC(=O)CC(NC(=O)c1cccc(Br)c1)c1ccc(NC2CCN(Cc3ccccc3)CC2)c([N+](=O)[O-])c1 (stereo not drawn)
39	-8	-4	0	1	-4	0	4	-3	2	-1	Cc1ccc(C(=O)COC(=O)CCC(=O)NC2CCCCC2)cc1[N+](=O)[O-]
40	-2	-4	9	-8	13	-3	-13	-6	1	4	O=C1NC[C@@H](Cc2cccc3ccccc23)N(CCc2cc(C(F)(F)F)cc(C(F)(F)F)c2)C1=O

# Looked up above.
# no. 27 in TDP2 inh has 8
# no. 38 in ADAM17 inh has 1
# no. 31 in SIAE primary has 4
# no. 37 in SIAE primary has 3
# no. 33 in SIAE primary has 2
# no. 29 in ARFGAP1 inh has 7

# (continued)
no.	SIAE primary	ASAP1 inh	TDP2 inh	PLC-beta3 inh	ADAM10 inh	Tn6 DDE FP	ARFGAP1 inh	PLC-gamma1 inh	DDE Tn7 FP inh	ADAM17 inh	molecule
41	3	.	2	4	-2	2	.	1	-1	0	COC(=O)[C@]1(CNC(=O)c2cc(F)ccc2F)CC(=O)N(C)[C@@H]1c1ccccc1
42	-2	0	-6	-1	4	-1	-8	1	-2	5	CN1CCN(C(=O)C23CC4CC(C2)CC(c2ccccc2)(C4)C3)CC1
43	-1	5	-4	2	0	6	-6	2	1	-1	O=C(O)CC1(O)C(=O)N(Cc2ccccc2)c2ccccc21 (stereo not drawn)
44	10	-16	-12	-2	19	0	1	2	4	4	CCN(CC)S(=O)(=O)c1ccc(N2CCN(c3ccccc3OC)CC2)c(N)c1
45	13	-3	-3	-4	0	7	-2	-2	7	0	COCCNC(=S)N/N=C(\C)c1ccc(Cl)c(Cl)c1Cl
46	6	6	6	-3	-2	6	-2	-3	4	-3	COc1ccc(OC)c(NC(=O)Cn2cc(C#N)c3ccccc32)c1
47	-5	4	1	-1	0	7	-6	-3	2	-3	CCOC(=O)CSc1nnc(Cc2cc(=O)[nH]c(=O)[nH]2)n1-c1cccc(OC)c1
48	2	0	3	-2	-15	2	-6	-2	0	-2	O=C(Cn1cccc1C(=O)c1ccccc1)NCc1cccs1
49	-13	-8	1	2	2	-1	-4	-1	8	-2	CC(C)CC(C(=O)NCC1CCCO1)N(C(=O)Cn1nnc(-c2ccc(F)cc2)n1)c1ccccc1F (stereo not drawn)

# As a working copy, part of the list above:
no.	SIAE primary	ASAP1 inh	TDP2 inh	PLC-beta3 inh	ADAM10 inh	Tn6 DDE FP	ARFGAP1 inh	PLC-gamma1 inh	DDE Tn7 FP inh	ADAM17 inh	molecule
44	10	-16	-12	-2	19	0	1	2	4	4	CCN(CC)S(=O)(=O)c1ccc(N2CCN(c3ccccc3OC)CC2)c(N)c1
45	13	-3	-3	-4	0	7	-2	-2	7	0	COCCNC(=S)N/N=C(\C)c1ccc(Cl)c(Cl)c1Cl
46	6	6	6	-3	-2	6	-2	-3	4	-3	COc1ccc(OC)c(NC(=O)Cn2cc(C#N)c3ccccc32)c1
47	-5	4	1	-1	0	7	-6	-3	2	-3	CCOC(=O)CSc1nnc(Cc2cc(=O)[nH]c(=O)[nH]2)n1-c1cccc(OC)c1
48	2	0	3	-2	-15	2	-6	-2	0	-2	O=C(Cn1cccc1C(=O)c1ccccc1)NCc1cccs1
49	-13	-8	1	2	2	-1	-4	-1	8	-2	CC(C)CC(C(=O)NCC1CCCO1)N(C(=O)Cn1nnc(-c2ccc(F)cc2)n1)c1ccccc1F (stereo not drawn)

# Compound activity from PubChem.
